Assay outcomes deposited in PubChem by several laboratories.
EP2 antag: EP2 receptor (human) inhibition; P43116; C6 glioma cells expressing human EP2, cAMP TR-FRET; cells stimulated with saturating PGE2; inhibition, % at 25 µM; 260,000 compounds, 0.52% hits; AID 1422;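 active means percent inhibition above 40 after rounding to a whole number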;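 further: rat C6 glioma host cells with rolipram phosphodiesterase inhibitor present; the protocol text gives 20 µM as final concentration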
TNF necrop inh: inhibitors of TNF-alpha induced necroptosis in Jurkat FADD-/- cells. Jurkat FADD-/- TNF necroptosis rescue, ATP luminescence, 24 h; 0 = TNF only, 100 = no-TNF cells. activation (protection from cell death), % at 10 µM. 220,000 compounds, 0.068% hits;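 active means activation, meaning protection from cell death, of at least 50% relative to plate controls; inactive means activation below 50%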;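 further: necroptosis triggered by 40 ng/mL TNF-alpha added together with compound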
Runt-CBFb FRET: inhibitors of human RUNX1 Runt domain binding to CBFb. inhibition, % at 20 µM. AID 1496. Cerulean-Runt/Venus-CBFb FRET ratio 530/480, 1 h. 220,000 compounds, 0.46% hits;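 active means inhibition over about 50% at 20 µM in the single-dose screen, limit read from the data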;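 further: 0% = DMSO wells and 100% = excess unlabeled CBFb competitor control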
Target sequence (Q01196 whole entry, looked up, the tested form may be a part): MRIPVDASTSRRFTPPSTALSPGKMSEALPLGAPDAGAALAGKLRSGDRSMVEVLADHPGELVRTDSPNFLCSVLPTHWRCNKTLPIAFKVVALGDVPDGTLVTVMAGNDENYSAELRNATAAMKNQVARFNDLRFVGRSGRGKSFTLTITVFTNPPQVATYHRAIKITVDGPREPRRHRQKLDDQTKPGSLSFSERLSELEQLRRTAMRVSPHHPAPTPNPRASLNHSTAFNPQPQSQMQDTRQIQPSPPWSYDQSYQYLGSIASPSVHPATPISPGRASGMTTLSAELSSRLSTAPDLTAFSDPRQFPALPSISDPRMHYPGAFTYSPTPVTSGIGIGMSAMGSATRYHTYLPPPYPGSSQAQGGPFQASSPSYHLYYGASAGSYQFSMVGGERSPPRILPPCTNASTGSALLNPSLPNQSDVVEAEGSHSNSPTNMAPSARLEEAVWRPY
Target sequence (Q13951 whole entry, looked up, the tested form may be a part): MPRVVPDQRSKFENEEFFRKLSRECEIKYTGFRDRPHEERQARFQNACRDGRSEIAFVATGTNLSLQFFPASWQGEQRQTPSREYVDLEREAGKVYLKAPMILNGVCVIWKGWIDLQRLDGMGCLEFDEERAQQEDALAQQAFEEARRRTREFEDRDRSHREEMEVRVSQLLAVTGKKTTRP
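Measured by: fluorescence energy transfer, 422 nm excitation, 530/480 nm emission; Assay system: Cerulean-Runt domain; Medium: Tris pH 7.5 buffer with BSA; Measure: loss of energy transfer signal; Controls: 5 µM unlabeled CBFb as full-inhibition high control; Incubation: protein complex preformed 1 h, compound exposure 1 h, room temperature, dark.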
Hck-Nef inh: blocks Nef-activated human Hck kinase; P08631; Recombinant Hck-YEEI plus Nef, Z-Lyte FRET kinase assay; inhibition, % at 20 µM; 220,000 compounds, 0.68% hits;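 active means Hck-Nef kinase inhibition above about 50%, limit read from the data; inactive means inhibition below that limit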;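 further: 0% = DMSO with Hck plus Nef and 100% = Hck alone without Nef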
Runt-SMMHC FRET: blocks binding of human RUNX1 Runt domain to CBFb-SMMHC; Q01196+Q13951; Cerulean-Runt/Venus-CBFb-SMMHC FRET ratio 530/480, 1 h; inhibition, % at 20 µM; 220,000 compounds, 0.74% hits; AID 1434;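 active means mean inhibition across duplicate retests at 20 µM reaching about 50%, limit read from the data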;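 further: 0% = DMSO wells and 100% = wells with excess untagged CBFb-SMMHC; inhibitors lower the FRET ratio by blocking Runt binding to CBFb-SMMHC; some results filed as inactive read as strong as hits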
RBBP9 inh: blocks human serine hydrolase RBBP9; 220,000 compounds, 0.2% hits; inhibition, % at 7.94 µM; recombinant RBBP9, FP-Rh probe fluorescence polarization; O75884;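 active means inhibition above the campaign mean of all tested compounds plus 3 SD, cut at about 14% in these data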;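 further: plate controls were DMSO wells with RBBP9 for no effect and wells lacking RBBP9 protein for full effect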
Target sequence (O75884 whole entry, looked up): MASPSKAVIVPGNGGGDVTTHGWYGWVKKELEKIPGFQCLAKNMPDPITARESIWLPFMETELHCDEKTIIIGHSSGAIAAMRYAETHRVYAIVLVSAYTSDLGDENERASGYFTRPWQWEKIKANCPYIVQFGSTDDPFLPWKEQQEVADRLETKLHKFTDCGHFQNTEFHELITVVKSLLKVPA
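Controls: DMSO-treated enzyme wells and wells lacking RBBP9 | Material: RBBP9 protein | Technique: Fluorescence polarization | Replication: Single well per compound, no replicates | Buffer or medium: Tris-NaCl-Pluronic buffer, pH 8.0 | Timing: 30 min compound preincubation, 45 min probe labeling, 25 °C | Read-out basis: Percent inhibition from mP, scaled between DMSO and no-protein wells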
zVAD death inh: blocks zVAD induced death of L929 cells. L929 zVAD necroptosis rescue, ATP luminescence, 24 h; with zVAD 60 µM. viability rescue, % at 10 µM. 220,000 compounds, 0.38% hits;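 active means activation, scaled between plate controls, above about 75%, limit read from the data; inactive means activation under that limit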;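 further: 0% = zVAD with DMSO and 100% = DMSO alone without zVAD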
PERK inh: human PERK inhibition, primary cell-based screen. Q9NZJ5. CHO PERK-DD fusion, SEAP luminescence translation reporter. inhibition, % at 5.6 µM. 220,000 compounds, 0.17% hits. AID 1416;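 active means inhibition above the mean inhibition of all tested compounds plus 3 SD, set separately per screening campaign, cut at about 2.9% in these data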;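 further: PERK kinase domain activated by AP20187 dimerizer at 100 nM; 0% = DMSO with dimerizer and 100% = rapamycin at 8.4 µM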
EP2 mod: modulates human prostaglandin E2 receptor EP2 signaling | EP2-expressing cells, cAMP HTRF FRET, PGE2 co-stimulation | AID 940 | induction, % at 25 µM | 260,000 compounds, 0.83% hits;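 active means compounds whose cAMP rise, as percent of the full-agonist control response, exceeds 60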;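 further: rat C6 glioma line stably carrying human EP2 under a CMV promoter; the protocol text gives 20 µM as final concentration; 100% = response of wells given 1 µM PGE2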
* hit, by the source's call; nt = not tested or not shown; & = joins results of further samples. This is a subset; count on the stated rates, not on these rows.

Values in the order – EP2 antag	TNF necrop inh	Runt-CBFb FRET	Hck-Nef inh	Runt-SMMHC FRET	RBBP9 inh	zVAD death inh	PERK inh	EP2 mod
(1) COc1ccccc1C(CC(=O)Nc1nccs1)c1ccco1 (stereo not drawn)
 : 10	-1.0	6	2	0	-9	1.2	-0.9	33
(2) COc1ccc(-c2nc(CCNC(=O)c3cccs3)cs2)cc1
 : 15	-2.3	0	8	2	4	3.8	0.3	-58
(3) CN(C1CCCCC1)S(=O)(=O)c1ccc(C(=O)N2CCN(c3nc4ccccc4s3)CC2)cc1
 : 3	2.7	-4	2	1	6	0.6	0.2	2
(4) CCOC(=O)/C(N)=C/c1ncc(C(F)(F)F)cc1Cl
 : 17	-2.8	0	1	-2	1	0.1	0.4	4
(5) S=C1COC(c2ccccc2)N1c1ccccc1 (stereo not drawn)
 : 11	1.7	-1	-7	-1	-4	nt	1.0	26
(6) O=C(NNC(=O)c1ccccc1-n1cccc1)c1ccc(F)cc1
 : 9	1.5	0	23	-1	1	0.5	1.3	18
(7) O=C(CSc1nnc(Cc2ccccc2)o1)NCCc1ccccc1
 : 22	-0.7	1	4	0	-1	-0.2	-0.6	12
(8) Fc1ccc(CSc2nnc(-c3cc4c(s3)-c3ccccc3CC4)o2)cc1
 : 12	0.3	3	9	12	-9	-0.2	-0.3	2
(9) Cc1cc(C(=O)COC(=O)c2ccc(O)cc2)c(C)n1CCc1ccc(F)cc1
 : 8	-2.6	0	7	0	-10	0.1	-0.4	-34
(10) COc1ccccc1CNC(=O)C1CCN(Cc2nc(-c3cccc(Cl)c3)oc2C)CC1
 : 8	-8.3	-4	0	0	-3	1.0	-0.5	-23
(11) O=C(Nc1cccc(S(=O)(=O)N2CCCCC2)c1)c1cnccn1
 : 7	-0.6	2	27	-3	-10	1.2	1.1	-25
(12) O=S(=O)(c1cccc(Cl)c1Cl)N1CCCCC1
 : 6	-2.9	0	3	0	-7	-0.2	1.1	22
(13) CC(C)NC(=O)NC(=O)COC(=O)CCCSc1nc2ccccc2s1
 : 7	1.4	1	0	4	0	1.3	-0.3	-8
(14) COC(=O)c1cc(Cl)c(NS(=O)(=O)c2ccccc2)cc1OC
 : 7	0.0	0	-3	5	-9	1.1	0.8	-3
(15) Cc1ccc(OCCCOc2cccc3cccnc23)cc1C
 : 9	-1.7	-8	2	-5	-1	-0.2	0.6	-53
(16) CCN(CC)S(=O)(=O)c1ccc(N2CCOCC2)c(NC(=S)NC(=O)c2ccco2)c1
 : 9	0.4	30	6	1	-6	0.3	-2.3	7
(17) Cc1ccc(NC(=S)NCC2CCN(C(C)c3ccccc3)C2)cc1C (stereo not drawn)
 : 6	-4.9	0	3	1	-3	-0.5	1.1	-5
(18) COc1ccc(Nc2nc(N)nc(CN3CCc4ccccc4C3)n2)cc1
 : 4&9	-1.4	1	3	2	7	1.4	-1.3	5&-68
(19) CC1CCCC(C)N1C(=O)C1CC(c2ccc(F)cc2)=NO1 (stereo not drawn)
 : 2	2.7	-2	3	-1	-5	-0.3	-0.6	-11
(20) O=C(NCCC(=O)N1CCN(c2ncccn2)CC1)c1ccccc1
 : 4	-0.3	1	1	-1	-7	-0.1	0.4	20
(21) CCCN(CC(=O)Nc1cccc(S(N)(=O)=O)c1)CC(=O)Nc1ccc(F)c(F)c1F
 : 8	-0.5	-2	11	-2	-5	0.7	-0.7	-26
(22) CCS(=O)(=O)c1nc2ccccc2n1CC(=O)N1CCCCC1
 : 11	-0.9	-1	6	1	-4	-0.8	-0.8	33
(23) NC(=O)CSc1nnc(-c2cnccn2)n1Cc1ccco1
 : 4	-0.9	2	9	0	-1	0.1	0.7	-19
(24) Cc1ccc(-c2nnc3ccc(SCC(=O)N4CCc5ccccc54)nn23)cc1
 : 16	0.3	-2	0	1	-10	2.2	-0.4	17
(25) CN1CCSc2ccc(C(=O)Nc3cccc(F)c3)cc21
 : 7	-2.3	-2	-10	-5	-10	4.8	-1.0	-32
(26) CCCOc1ccc(/C=N/NC(=O)CSCc2ccc([N+](=O)[O-])cc2)cc1OCC
 : 5	4.3	-3	-1	-1	3	0.3	-0.4	10
(27) COc1ccc(C(=O)OCCN2C(=O)c3ccccc3C2=O)cc1
 : 8	-0.2	2	0	-1	1	1.3	0.2	-14
(28) COC(=O)c1ccc(-n2nnnc2SC)cc1
 : 4	-0.6	26	2	9	-5	0.1	0.6	7
(29) CCOC(=O)C(=O)NNc1ccc(Cl)cc1
 : 2	-0.7	2	19	3	1	-0.7	-0.1	-1
(30) O=C(c1ccccc1)n1ccc2ccccc21
 : 10	-2.7	-2	0	-7	-6	-0.1	0.3	-34
(31) COc1cccc(C(=O)N(Cc2ccco2)Cc2cc3cccc(C)c3[nH]c2=O)c1
 : 8	-1.9	0	0	0	4	1.7	-0.9	-27
(32) C=CCOC(=O)C1=C(C)Nc2ncnn2C1c1cccs1 (stereo not drawn)
 : 8	0.6	-3	4	5	-7	0.3	-0.7	16
(33) CCCC(=O)N1CCc2[nH]c3ccccc3c2C1
 : 7	-1.7	-22	0	-61	-4	0.2	0.8	0
(34) COc1ccc(C(C(C(=O)c2ccco2)N2CCOCC2)N2CCOCC2)cc1 (stereo not drawn)
 : 14	-1.0	2	1	2	2	0.4	1.1	-55
(35) CN(C)c1ccc(C2Nc3ccccc3C(=O)N2CCCN2CCOCC2)cc1 (stereo not drawn)
 : 7	-2.8	0	-1	3	-8	-0.4	0.4	-7
(36) Cc1cc(-c2csc(N)n2)c(C)n1-c1ccccc1
 : 19	-6.5	6	8	-11	-2	-0.7	1.4	12
(37) O=C(COC(=O)c1cc(S(=O)(=O)N2CCOCC2)cs1)c1ccccc1
 : 3&9	-1.6	0	2	-4	-2	0.1	-0.6	-14&-15
(38) Cc1cc2c3c(c1)C(C)(c1ccccc1)CC(C)(C)N3C(=O)C21C(C#N)=C(N)OC2=C1C(=O)CC(C)(C)C2 (stereo not drawn)
 : 7	-1.1	-6	-2	-5	-7	1.0	-1.7	17
(39) O=C(CC1C(=O)N(c2ccccc2)C(=O)N1Cc1ccco1)Nc1ccccc1 (stereo not drawn)
 : 8	-0.5	0	18	3	-6	4.5	0.7	-40
(40) COc1cc(C(c2nnnn2C2CCCC2)N2CCc3ccccc3C2)ccc1O (stereo not drawn)
 : 9	1.8	16	1	14	-8	-0.2	1.6	10

Ordered by value in EP2 mod (highest first): three of the compounds above.
entry | smiles | EP2 mod
5 | S=C1COC(c2ccccc2)N1c1ccccc1 (stereo not drawn) | 26
10 | COc1ccccc1CNC(=O)C1CCN(Cc2nc(-c3cccc(Cl)c3)oc2C)CC1 | -23
15 | Cc1ccc(OCCCOc2cccc3cccnc23)cc1C | -53

(listing goes on)
Values in the order – EP2 antag	TNF necrop inh	Runt-CBFb FRET	Hck-Nef inh	Runt-SMMHC FRET	RBBP9 inh	zVAD death inh	PERK inh	EP2 mod
(41) Cc1nnc(-c2cnn(C)c2N)n1CCCN1CCOCC1
 : 7	-3.1	0	-7	4	-6	0.0	-0.3	22
(42) CCSc1ncc(/C=N/Nc2ccc(Cl)cc2)n1C
 : 10	-2.1	-3	1	-8	3	0.9	-0.6	-8
(43) CC(C)(CO)NCc1cccs1
 : 6	-0.3	1	15	0	-3	4.0	0.8	7
(44) CCc1nnc(NS(=O)(=O)c2ccc(NC(=O)COc3ccc4ccccc4c3)cc2)s1
 : 3	2.4	-4	24	-15	-7	1.9	0.5	-72
(45) O=C(Nc1ncn[nH]1)c1ccc(Cl)c(S(=O)(=O)Nc2ccc(Cl)cc2)c1
 : 9	1.3	-4	0	7	6	0.3	0.7	-46
(46) COc1ccc(N2CCN(C(=O)COc3ccc4ccccc4c3)CC2)cc1
 : 9	-0.7	-2	-2	-29	9	0.3	0.6	-1
(47) Cc1c(-c2ccc(F)cc2)[n+](=O)c2c(n1[O-])CCCCC2
 : 6	2.7	-2	4	-2	-1	-0.3	0.9	12
(48) CNC(=O)N1CCN(C(=O)NC)CC1
 : 4	0.9	0	2	1	1	0.4	1.0	37
(49) CCC1(COC(=O)Nc2cccc(Cl)c2)COC1
 : 5	-1.1	1	0	-3	-7	0.1	0.5	-35
(50) COc1ccc(NC(=O)/C(Cl)=C(/Cl)S(=O)(=O)Cc2ccccc2)cn1
 : 23	-14	9	0	1	2	0.0	-2.3	-10
(51) CCCn1nc(C(=O)NCC(C)(C)N2CCOCC2)c2ccccc2c1=O
 : 10	-0.1	0	1	2	-4	0.0	-0.7	24
(52) CCCCN(CCCNC(=O)C1CCN(S(=O)(=O)N2CCOCC2)CC1)Cc1ccccc1
 : -1	-0.1	-3	-1	-2	0	0.5	-1.2	11
(53) N=C1C(c2ccccc2)=C(O)CN1c1ccc2c(c1)OCO2
 : 11	0.4	1	0	-6	-5	0.8	0.3	-4
(54) O=[N+]([O-])c1ccc(Cl)c(/C=N/n2c(-c3cccnc3)n[nH]c2=S)c1
 : 12	-1.7	10	-13	14	-2	-1.3	1.4	15
(55) Cn1ccnc1SCC(=O)Nc1nc2c(F)c(F)c(F)cc2s1
 : 4	0.4	9	17	1	-10	1.0	0.3	-36
(56) COC(=O)c1ccc(-c2ncc[nH]2)cc1
 : 5	0.5	1	8	-2	-1	0.7	0.3	-11
